# NCI-60 one-dose screen, 48 h, at 10 µM unless noted. Numbers give growth in % (100 = growth as untreated, 0 = no growth, -100 = all killed).
# HCT-15: HCT-15 colon cancer. hit rate 5.2% among 82,000. AID 1794746
# SNB-75: SNB-75 CNS cancer; hit rate 5% among 79,000; AID 1794750
# SW-620: SW-620 colon cancer; hit rate 5.2% among 82,000; AID 1794795
# SF-539: SF-539 CNS cancer; hit rate 6.8% among 81,000; AID 1794752
# SNB-19: SNB-19 CNS cancer cells. hit rate 2.5% among 81,000. AID 1794751
# HCC-2998: HCC-2998 colon cancer; AID 1794799; hit rate 4.7% among 79,000
# KM12: KM12 colon cancer cells. hit rate 5% among 82,000
# SF-295: SF-295 CNS cancer cells. hit rate 5.6% among 79,000
# HCT-116: HCT-116 colon cancer | hit rate 7.3% among 82,000
# Starred values were filed as active, the others as inactive; nt = not tested or not shown. The calls were made as follows: active = growth percent below 10; inactive = the rest. Rows were taken by chance; any-hit rate near 11%.
no.	compound	HCT-15	SNB-75	SW-620	SF-539	SNB-19	HCC-2998	KM12	SF-295	HCT-116
1	NCCC(=O)CN	111	81	113	94	108	108	110	nt	99
2	Cn1cc(-c2csc(-c3cn(C(=O)OC(C)(C)C)c4ccc(Br)cc34)n2)c2ccnc(Cl)c21	24	2.3*	76	56	44	95	90	90	65
3	Cc1cc(C)nc(NS(=O)(=O)c2ccc(Nc3nc4nc(SCc5ccccc5)nc(-c5ccc(O)cc5)c4c(=O)[nH]3)cc2)n1	109	88	101	99	75	100	107	83	103
4	COc1ccc2c(c1)CCNC21C(=O)Nc2ccccc21 (stereo not given)	98	82	97	105	97	106	96	94	98
5	Cc1c(COc2cccc(-c3cnco3)c2)c(C)c(COc2cccc(-c3cnco3)c2)c(C)c1COc1cccc(-c2cnco2)c1	95	87	99	98	89	120	93	92	97
6	CC(C)CC1C(=O)N2CCC[C@H]2C2(O)O[C@](NC(=O)C3C=C4c5cccc6[nH]c(Br)c(c56)C[C@H]4N(C)C3)(C(C)C)C(=O)N12 (stereo not given in full)	43	35	52	74	70	89	40	nt	36
7	O=C1c2cccc([N+](=O)[O-])c2C(=O)c2cccc(Cl)c21	98	95	100	95	101	108	99	109	99
8	Cc1ccc(NC(=O)N2CC2C)cc1NC(=O)N1CC1C (stereo not given)	96	83	101	98	95	114	105	107	nt
9	CCc1nn2c(-c3ccc(F)cc3)c(-c3cc(OC)c(OC)c(OC)c3)nc2s1	75	21	92	96	89	92	98	88	88
10	COc1cc(-c2ccc(N=Nc3cc(S(=O)(=O)O)c4ccccc4c3O)c(OC)c2)ccc1N=Nc1cc(S(=O)(=O)O)c2ccccc2c1O	106	84	95	104	105	112	94	110	97
11	O=S(=O)(Oc1ccc(-c2cnc3ccccc3n2)cc1)c1ccccc1	98	108	100	94	102	100	111	94	94
12	OCc1cnccc1NC1CCCCCC1	105	99	108	107	104	104	108	97	93
13	O=C(c1ccccc1)[C@@]12COc3ccccc3[C@@H]1ON=C2c1ccccc1	104	99	103	110	97	100	89	87	91
14	CN(Cc1ccccc1)c1nc(Cl)c(C2CC(c3ccccc3)=NN2c2cc(Cl)cc(Cl)c2)s1 (stereo not given)	97	89	102	105	109	87	92	104	90
15	Cc1nnsc1C(=O)NCc1c(F)cccc1Cl	99	nt	104	93	101	100	115	99	97
16	O=C(CC(=O)c1ccccc1)CS(=O)(=O)c1ccccc1	59	108	113	103	96	96	106	114	94
17	Cc1nn(-c2ccc(Cl)cc2)c(=O)n1CCn1cnc2ccccc21	104	106	nt	101	113	104	121	83	97
18	Cc1ccc(-c2cc3nc(C(Cl)Cl)nc(C(C)(C)C)n3n2)cc1	87	87	89	78	81	67	63	88	85
19	NC(N)=NS(=O)(=O)c1ccc(N=Nc2c(N)[nH]n(C(=O)c3ccccc3)c2=O)cc1	105	95	100	100	96	109	102	104	106
20	CCOc1ccc(-c2nc3ccc(-c4nc5ccc(N6CCN(C)CC6)cc5[nH]4)cc3[nH]2)cc1	24	-90*	-86*	-98*	-96*	-95*	-100*	-82*	-78*
21	COc1ccc(-n2ncn(CCCCCCn3cnn(-c4ccc(OC)cc4)c3=O)c2=O)cc1	95	80	95	92	90	110	97	94	94
22	CNc1cccc(C)c1	105	82	101	106	104	99	101	100	100
23	Cc1ccc(C2=NNC(c3cn(-c4ccccc4)nc3-c3cccc(Nc4ccnc5cc(Cl)ccc45)c3)C2)cc1 (stereo not given)	63	79	41	nt	65	89	47	55	51
24	Cc1cc(/C=N\N=C(N)N)c(C)n1-c1ccccc1	100	80	97	90	100	nt	100	102	89
25	COc1ccc2oc3c(ccc[n+]3C)c(=O)c2c1	100	100	105	98	98	117	108	99	101
26	c1ccc(-c2nnc3nc(N4CCCCC4)nc(N4CCCCC4)n23)cc1	75	91	98	96	86	96	95	103	79
27	NS(=O)(=O)c1ccc(Nc2nc(N/N=C/c3ccccc3)nc(Nc3ccccc3)n2)cc1	86	100	91	77	91	79	74	72	72
28	COc1ccc(-c2nn(-c3cccc(NC(=O)c4cc(C(F)(F)F)cc(C(F)(F)F)c4)c3)cc2-c2ccncc2)cc1Cl	74	61	79	67	91	71	49	54	58
29	O=C(Nc1nc2cc(C(=O)N3CCN(C(c4ccccc4)c4ccccc4)CC3)ccc2o1)c1ccc(NC2CCCCC2)c([N+](=O)[O-])c1	35	72	44	60	48	62	51	42	41
30	CSc1nc(N)c(C(=O)Nc2ccc([N+](=O)[O-])cc2)s1	95	nt	92	105	92	108	98	118	91
31	CCCCCCCCCCCCCCCCCCCCCCCCC(O)C(=O)NC(CO)C(O)C(O)CCCCCCCCCCCCCC (stereo not given)	111	91	103	100	108	116	108	100	113
32	COc1ccc(-c2ccc(-c3ccc(C(=N)N)cn3)o2)cc1	60	61	80	80	91	29	nt	69	46
33	Cc1ccc(-c2nc(SCC(=O)NCCc3ccc(S(N)(=O)=O)cc3)[nH]c(=O)c2C#N)cc1	104	114	103	98	95	108	103	106	106
34	O=S1(=O)CCOC1	97	79	105	105	101	120	107	102	103
35	Cc1nc(C)c(CSC2N=C(c3ccc(Br)cc3)c3cnn(-c4ccccc4)c3N2)nc1C (stereo not given)	96	78	90	101	87	107	100	98	83
36	O=C1Nc2cc(Cl)ccc2/C1=C\c1c(-c2ccc(F)cc2)nc2ccccn12	13	-17*	9.8*	-26*	22	31	-1.1*	-58*	-80*

# By substructure: the compounds so far with bromine.
no.	compound	HCT-15	SNB-75	SW-620	SF-539	SNB-19	HCC-2998	KM12	SF-295	HCT-116
2	Cn1cc(-c2csc(-c3cn(C(=O)OC(C)(C)C)c4ccc(Br)cc34)n2)c2ccnc(Cl)c21	24	2.3*	76	56	44	95	90	90	65
6	CC(C)CC1C(=O)N2CCC[C@H]2C2(O)O[C@](NC(=O)C3C=C4c5cccc6[nH]c(Br)c(c56)C[C@H]4N(C)C3)(C(C)C)C(=O)N12 (stereo not given in full)	43	35	52	74	70	89	40	nt	36
35	Cc1nc(C)c(CSC2N=C(c3ccc(Br)cc3)c3cnn(-c4ccccc4)c3N2)nc1C (stereo not given)	96	78	90	101	87	107	100	98	83

# Entries by screen from the list.
# Compounds 29 to 34 in HCT-116 read 41, 91, 113, 46, 106, 103
# Compounds 29 to 34 in KM12 read 51, 98, 108, nt, 103, 107
# Compounds 29 to 34 in HCT-15 read 35, 95, 111, 60, 104, 97

# The main list resumes; the 4 compounds before the break are reprinted first.
no.	compound	HCT-15	SNB-75	SW-620	SF-539	SNB-19	HCC-2998	KM12	SF-295	HCT-116
33	Cc1ccc(-c2nc(SCC(=O)NCCc3ccc(S(N)(=O)=O)cc3)[nH]c(=O)c2C#N)cc1	104	114	103	98	95	108	103	106	106
34	O=S1(=O)CCOC1	97	79	105	105	101	120	107	102	103
35	Cc1nc(C)c(CSC2N=C(c3ccc(Br)cc3)c3cnn(-c4ccccc4)c3N2)nc1C (stereo not given)	96	78	90	101	87	107	100	98	83
36	O=C1Nc2cc(Cl)ccc2/C1=C\c1c(-c2ccc(F)cc2)nc2ccccn12	13	-17*	9.8*	-26*	22	31	-1.1*	-58*	-80*
37	Clc1ccc(/C=C2\CCCC3=C2N=C2SC=NN2C3c2ccc(Cl)cc2)cc1 (stereo not given)	87	93	94	106	96	77	84	105	5.7*
38	CCC(=O)C(CCN(C)C)c1ccccn1 (stereo not given)	108	105	102	109	106	106	101	207	107
39	Cc1ccc2c(c1)C(C)CC2(C)C (stereo not given)	105	79	116	99	102	100	111	92	101
40	CCOC(=O)[C@@]12CCCC=C1N1c3ccccc3-c3ccnn3[C@@H]1CC2	85	77	95	99	84	99	102	88	93
41	O=C1c2ccccc2C(=O)c2c1cc1c(c2[N+](=O)[O-])OCO1	14	-13*	7.1*	21	22	-46*	0.9*	11	1.9*
42	O=Cc1cc(Br)ccc1O	119	92	105	107	104	107	107	119	106
43	CCCCCCCCCCN(CCCCCCCCCC)CC(O)c1ccc2cc(Cl)c3ccccc3c2c1 (stereo not given)	106	96	109	105	100	103	104	100	100
44	COc1cccc(-c2cc(=O)c3cc(Cl)cc(NCc4ccccc4)c3o2)c1N	86	15	61	61	49	94	86	91	76
45	c1cc2cccc3c2c(c1)c1c2c4cccc5cccc(c54)c2c2c4cccc5cccc(c54)c2c31	93	98	99	93	102	101	108	109	105
46	COc1ccc(C2C3=C(CC(C)(C)CC3=O)Nc3cc4c(cc32)OCO4)cc1 (stereo not given)	102	77	105	105	103	91	98	70	107
47	COc1cc(/C=N/Nc2ccc(Cl)cc2Cl)cc(OC)c1OC	74	92	94	96	93	112	87	83	93
48	COc1cccc(-c2nn(C(C)(C)C)cc2-c2ccnc(NCCCNS(=O)(=O)c3ccc(C)cc3)c2)c1	107	70	103	115	102	113	101	103	97
49	CCOC(=O)c1nn(C2CCCCO2)c2ccc(NC(=O)CSc3nc(C)cc(=O)[nH]3)cc12 (stereo not given)	107	63	105	96	94	106	107	98	105
50	COc1ccc(C(=O)c2ccccc2C(=O)O)cc1Br	100	110	106	113	109	107	109	110	111
51	CN1C(=O)C(=Cc2cn(CC(O)CN3CCC(N4CCCCC4)CC3)c3ccccc23)C(=O)N(C)C1=O (stereo not given)	95	93	103	108	102	99	105	105	97
52	N#Cc1c2cccnc2c2nnc3ccccc3n12	101	86	97	103	102	107	112	130	97
53	CCNC(=O)N1CCN(C(=O)NCC)CC1	121	102	109	104	112	111	107	98	103
54	Cc1nc2ccc(Br)cn2c1C(=O)NCc1ccc(OCc2cn(Cc3ccc(Br)cc3)nn2)cc1	94	78	96	94	93	111	93	95	91
55	Cc1c(C(=O)N2CCN(c3ccccc3)CC2)[nH]c2ccc(Cl)cc2c1=O	102	90	98	103	102	91	102	99	113
56	O=C(O)CNC(=O)C1(N2C(=O)c3ccccc3C2=O)CCCC1	106	88	110	118	99	104	118	102	103
57	COc1ccc2nc3cc(Cl)ccc3c(NCCCNCCC(C)O)c2c1 (stereo not given)	2.4*	-59*	-22*	-57*	-26*	-61*	-20*	-12*	-50*
58	COc1ccc2c(c1)oc1c(C)c3c(c(C)c12)C(=O)N(CCOS(C)(=O)=O)C3=O	102	103	94	92	95	100	107	103	94
59	COc1cc(SC)ccc1C(=O)N1CCCC(C)C1 (stereo not given)	31	88	34	73	59	81	46	61	31
60	COc1ccc2cc(C(C)C(=O)Nc3ccc(S(=O)(=O)NC(C)=O)cc3)ccc2c1 (stereo not given)	90	92	111	100	102	nt	110	108	96
61	COc1cc(OC)cc(-c2ccc(-c3ccc(C(=N)N)o3)o2)c1	-6.9*	88	2.0*	73	51	-37*	18	86	-8.1*
62	COc1ccc([C@H]2[C@H](C(=O)Nc3cccc(C)c3)c3ccccc3C(=O)N2c2ccc(OC)cc2)cc1	86	80	88	102	83	106	63	72	53
63	CCC(=O)c1cc(C(=O)CC)n2ccc3ccccc3c12	99	64	102	100	99	109	100	103	102
64	NNC(=O)C1CC(O)Cc2cc(F)ccc2N1 (stereo not given)	108	109	109	101	98	107	104	108	103
65	O=c1nc2c(-c3nc(-c4ccccc4)cs3)n[nH]n2c2sc3c(c12)CCCC3	97	93	99	101	105	100	100	100	101
66	CCOC(=O)C1(CCOC)CCCCC1=O (stereo not given)	101	97	103	108	107	99	105	115	104
67	Cc1ccc(NCC(=O)C(O)C(O)C(O)CO)cc1 (stereo not given)	107	106	100	108	100	109	108	119	96
68	CCC1=Cc2cc(Cl)cc(Cl)c2OC12C=Cc1cc(Cl)cc(Cl)c1O2 (stereo not given)	107	101	112	96	106	111	103	101	109
69	O=C1CCCC(=O)N1CCCCCCN1C(=O)CCCC1=O	107	97	108	102	106	108	106	104	111
70	CCC(=O)Oc1cccc(C(OC(=O)CC)OC(=O)CC)c1	109	93	104	97	117	97	99	97	107
71	CCC(=O)C[n+]1cccc2c3ccccc3ccc21	100	98	102	99	85	105	97	77	102
72	OC1CCCC(O)C1 (stereo not given)	98	100	105	97	109	99	107	99	97

# 3 compounds from above, reduced to SNB-75, HCT-116 and HCT-15.
cpd	SMILES	SNB-75	HCT-116	HCT-15
67	Cc1ccc(NCC(=O)C(O)C(O)C(O)CO)cc1 (stereo not given)	106	96	107
68	CCC1=Cc2cc(Cl)cc(Cl)c2OC12C=Cc1cc(Cl)cc(Cl)c1O2 (stereo not given)	101	109	107
69	O=C1CCCC(=O)N1CCCCCCN1C(=O)CCCC1=O	97	111	107

# Remaining list, next part
no.	compound	HCT-15	SNB-75	SW-620	SF-539	SNB-19	HCC-2998	KM12	SF-295	HCT-116
73	C#CCn1cc(C(=O)c2cc(C)c(C)cc2O)cc(-c2ccc(OC)cc2)c1=O	100	98	100	97	92	110	98	101	94
74	COc1ccc(-c2c3c(nn2-c2ccc(S(N)(=O)=O)cc2)-c2ccc(OC)cc2CC3)cc1	51	83	92	86	86	70	45	101	46
75	C=CS(=O)(=O)O	110	101	105	97	105	99	103	106	107
76	CCn1c(SC/C(=N/O)c2ccc(Br)cc2)nnc1-c1ccncc1	108	91	103	99	103	nt	108	99	98
77	CC1(C)C/C(=C\c2ccc(Cl)cc2)C(=O)c2ccccc21	99	99	103	100	104	111	105	107	95
78	CCCCCCCCCCSCCO	98	88	105	96	102	103	106	90	99
79	Nc1nonc1-c1nc2ccccc2n1Cc1ccc(Cl)cc1	77	56	82	92	102	93	80	82	70
80	CCCCCCCCCCCCCCCCNC(=O)OC(C)C	56	64	19	nt	95	57	0.5*	21	21
81	COc1ccc(-c2csc(N/N=C/c3c(-c4ccc(S(C)(=O)=O)cc4)nc4ccccn34)n2)cc1	101	110	107	107	106	115	103	106	104
82	CC/C(=C(/c1ccc(Cl)cc1)c1ccc(OCCN(CC)CC)cc1)c1ccc(Cl)cc1	28	76	56	93	81	79	57	58	62
83	CCCc1cc(=O)n2c(C(=O)Nc3c(F)cccc3F)c(C(=O)Nc3ccc(C(=O)OC)cc3)sc2n1	113	100	112	91	111	113	93	102	96
84	C=CCN1C(=O)c2cccc3c(-c4ccc5c(c4)ncn5C4CCCCC4)ccc(c23)C1=O	45	50	86	71	76	75	49	45	32
85	CCc1cc2n(n1)-c1ncc(C(F)(F)F)cc1Oc1ccccc1-2	92	84	95	96	94	104	92	112	90
